Growth percent in the NCI-60 one-dose screen (48 h, 10 µM unless noted): 100 = growth as untreated, 0 = no growth, -100 = all killed.
HL-60(TB): HL-60(TB) leukemia cells; hit rate 9% among 78,000; active = growth percent below 10
Active calls of the source: *; & = joins results of further samples; ! = repeats disagree. Only part of the results is shown. The share of hits here may be higher or lower than overall.

SMILES | HL-60(TB)
CCCCNC(C)(C)C(SSSC(c1ccco1)C(C)(C)NCCCC)c1ccco1 (configuration not stated) | 100
COc1cc2c(cc1OC)C(=O)/C(=C/c1cccc(/C=C/c3ccc4ccc(Cl)cc4n3)c1)C2 | 65
Cc1nc2n[nH]c(N)c2c(C#N)c1C | 54
CN[C@@H]1CCC[C@H](NCCCc2ccc(F)cc2)[C@H]1c1ccccc1Cl | 63
CC1=CC2C(=O)C(C)(O)C1C1C(C)(O)C(=O)C=CC21C (configuration not stated) | 99
CCCC(C)C(=O)OC1CCCCC1 (configuration not stated) | 144
COc1cc(C(=O)/C=C/c2cccc(Nc3ccnc4cc(Cl)ccc34)c2)cc(OC)c1OC | 5.5*
CCOCCC(=O)C(C#N)c1cccc(OC)c1OC (configuration not stated) | 109
C[C@H](N)[C@H](O)c1cccc(O)c1 | 109
O=c1oc2cc(OS(=O)(=O)c3ccc(C(F)(F)F)cc3)ccc2c2c1CCCCCC2 | 73
CN1C(=O)C2(Nc3cc(Cl)ccc3-c3ccnn32)c2cc(Cl)ccc21 (configuration not stated) | 96
c1ccc(-c2nc(NCCc3c[nH]c4ccccc34)c3ccccc3n2)cc1 | 94
CCCCCCCCCCCCCCCC(=O)OC | 94
CCCC1(CC(C)C)C(=O)NC(=S)NC1=O | 74
CC1(C(Cl)Cl)C=CC(=O)C=C1 | 96
CC(CC1CCCCC1)NCc1ccccc1 (configuration not stated) | 111
CCCCC/C=C\C/C=C\CCCCCCCCOc1ccccc1CCOP(=O)(O)OCC[N+](C)(C)C | 100
FC(F)Oc1ccc(C(Nc2ccc(Cl)cc2)c2nnnn2C2CCCCC2)cc1OC1CC1 (configuration not stated) | 82
CCCCOc1ccccc1I | 95
CCOC(=O)COc1ccc(/C=C(\C)[N+](=O)[O-])c2ccccc12 | 85
Cc1nc2ccccc2c(/C=C/c2ccccc2)c1C(=O)c1ccccc1 | 97
COc1ccccc1Nc1nnc(-c2ccc(F)cc2)o1 | 103
Cc1ccc(N=Nc2ccc3c(S(=O)(=O)O)cccc3c2O)c(C)c1 | 101
CCOC(=O)N1CCN(c2nc(Nc3cc(C)[nH]n3)c3ccccc3n2)CC1 | 26
C=CCn1c(-c2nc3ccc(C(=C(C#N)C#N)c4ccccc4)cc3[nH]2)cc2cc(-c3ccc(C(F)(F)F)cc3)ccc21 | 86
Sc1ccccc1N=Cc1cccs1 | 98
Cc1c(O)c(=O)n(-c2ccccc2)n1C | 119
O=c1c2ccccc2nc(CN2CCOCC2)n1/N=C/c1ccc(Cl)cc1 | 93
COc1ccc2nc(Cl)c(C3C(C#N)=C(N)Oc4n[nH]c(C)c43)cc2c1 (configuration not stated) | 81
N/C(=N\c1nc2c(F)cc(F)cc2s1)C(Cl)(Cl)Cl | 91
CCC(C(=O)N1CCNC2=C(C(=O)N(C)C2(C)C)C1c1ccc(Cl)c(Cl)c1)c1ccccc1 (configuration not stated) | 88
COC(=O)[C@@H](C)C[C@H](Cc1ccccc1)NC(=O)c1csc([C@@H](C[C@H](C(C)C)N(C)C(=O)[C@@H](NC(=O)C23CC(NC(C)=O)(C2)C3)C2CC2)OC(C)=O)n1 | -17*
Cc1cc(C2(c3ccc(O)c(C)c3)C(=O)N(Cc3ccccc3)c3ccccc32)ccc1O | 95
CC(=O)C(C(C)=O)c1nc2sc3cc(Cl)ccc3n2c(=N)c1C#N | 112
O=C(NCCCNc1nccc(-n2ccc3cccnc32)n1)c1ccc(C(F)(F)F)cc1 | 105
CN1CCC[C@]2(C)[C@H]3CC[C@]4(C)[C@@H](O)/C(=C/c5ccccn5)C[C@H]4[C@@H]3CC[C@@H]12 | 99
Cc1ccc(-n2cc(-c3ccccc3)c3c(SCC(=O)n4[nH]c(N)cc4=O)ncnc32)cc1 | 98
COc1cc2c(c(OC)c1OC)C(=O)CC(c1ccccc1)O2 (configuration not stated) | 98
C=C1CC2C3C=C(C)C4=CC(=O)CC[C@]4(C)C3CC[C@]2(C)[C@@]1(OC(C)=O)C(C)=O (some centres not stated) | 13
CCOC1=CC(=O)CC(C)(C)C1 | 97
CC(=O)c1ccc(N=C(C#N)C2=C(O)c3ccccc3C2=O)cc1 | 86
Cc1ccc(F)cc1NC(=S)NN | 95
COc1ccc(Nc2ncc3c(n2)CCc2cnc(C)nc2-3)cc1 | 99
CC(C)(C)Nc1nc2c(OCCc3ccccc3)cccn2c1-c1ccccc1Cl | -32*
CCOc1ccc(S(=O)(=O)Nc2ccc3c(c2)N(S(=O)(=O)CC)CCC3)cc1 | 77
CC(C)(C)c1nc(C(Cl)Cl)nc2cc(-c3ccccc3)nn12 | 70
COC(=O)C1C(=O)C(C(=O)OC)C(C)N(C)C1C (configuration not stated) | 96
CCOC(=O)C1=C(C)NC(C)=C(C(=O)OCCOC)C1c1cccc(C#N)c1 (configuration not stated) | 87
O=C(NCc1cccs1)c1ccc(OCC2CCCO2)cc1 (configuration not stated) | 94
O=C(Nc1ccc(F)cc1)Nc1nc2ccc([N+](=O)[O-])cc2s1 | -12*

The list continues.
SMILES | HL-60(TB)
Cc1cccc(Cl)c1NC(=O)CNC(C)(C)C | 87
CCOC(=O)C1=C(C(F)(F)F)NC(=O)NC1CN1C(=O)c2ccccc2C1=O (configuration not stated) | 46
Cc1ccc(Cl)c(-c2nn(-c3ccc(S(=O)(=O)NC(=S)NCc4ccccc4)cc3)c(=O)c3ccccc23)c1 | 98
CN(C)CCNc1nc2ccccc2c2c(=O)c3ccccc3sc12 | 9.2*
CC1(C)CC[C@]2(C(=O)N3CCOCC3)CC[C@]3(C)C(=CC[C@@H]4[C@@]5(C)Cc6c(n(CC#CCN7CCNCC7)c7ccccc67)C(C)(C)[C@@H]5CC[C@]43C)[C@@H]2C1 | 97
O=C(CCc1nnc(C(c2ccccc2)c2ccccc2)o1)c1nc2ccccc2[nH]1 | 81
COC(=O)/C=C\C(=O)O | 133&109
CCOC(=O)Nc1ccc(-c2nc(-c3cccc(OCCN4CCOCC4)c3)c(-c3ccnc(Br)c3)[nH]2)cc1 | -23*
N#Cc1c(N)nc(-c2ncccn2)nc1-c1c[nH]c2ccccc12 | 96
CC1(C)N=C(N)N=C(N)N1c1cccc(S(=O)(=O)F)c1 | 111

Continued, overlapping the part above by two compounds.
SMILES | HL-60(TB)
N#Cc1c(N)nc(-c2ncccn2)nc1-c1c[nH]c2ccccc12 | 96
CC1(C)N=C(N)N=C(N)N1c1cccc(S(=O)(=O)F)c1 | 111
COc1ccccc1/C=C/c1cccc(NC(=S)NCCCCN(C)C)c1 | -42*
COc1cccc(C(=O)c2ccncc2C(=O)O)c1OC | 109
CC(=O)/C(C)=C\C1C(C)=CCCC1(C)C (configuration not stated) | 100
Cc1ccc2c(c1)C(N1CCCC1=O)CCN2Cc1ccc(Cl)cc1 (configuration not stated) | 84
CNc1cc2nc3cc(NC)c(C)cc3cc2cc1C | 19
CC(=O)/C(=C/N1CC(=O)NC1=S)C(=O)Nc1ccc([N+](=O)[O-])cc1 | 110
O=c1cc(-n2nncc2Cn2c3ccccc3c3ccccc32)c2ccccc2[nH]1 | 109
CCOc1ccc(Nc2nc(-c3c(C)nc4ncccn34)cs2)cc1 | -34*
C#CCn1cc(/C=N/Nc2nc(-c3ccc(OC)cc3)cs2)c2ccccc21 | 100
CCN(CC)CCSc1ccccc1 | 100
CCCCC1(CCC)C(=O)NC(=S)NC1=O | 95
O=C(CN1C(=O)NC2NC(=O)NC21)N/N=C/c1ccc(Br)cc1 (configuration not stated) | 99
Cc1ccccc1SCCC(=O)O | 87
CCOC(=O)c1sc(Nc2nc(O)c(C3=c4cc(Cl)ccc4=NC3=O)s2)nc1C | 98
CN(C)C1C(=O)C(C(=O)NP(=O)(NCCCO)N(CCCl)CCCl)=C(O)C2(O)C(=O)C3=C(O)c4c(O)cccc4C(C)(O)C3CC12 (configuration not stated) | 127
C/C(=N/NC(N)=S)c1ccc(Nc2nc(SCCC(C)C)nc(-c3ccccc3)c2C#N)cc1 | 93
Fc1ccc(-c2csc(=Nc3ccccc3)n2-c2cccc(-n3c(-c4ccc(F)cc4)csc3=Nc3ccccc3)c2)cc1 | 84
NC(N)=Nc1ccccc1 (tested in a mixture with another compound) | 91
O=C(Nc1c(Cl)cccc1Cl)Oc1c(Br)cc(Br)cc1Br | 100
CC1(c2ccccc2)OC(=O)c2ccccc21 (configuration not stated) | 95
O=C(CN1C(=O)S/C(=C\c2ccccc2)C1=O)Nc1ncc(Cc2ccc(Cl)cc2)s1 | 101
CCCCn1c(=O)c(/C=C/C(=O)/C=C/c2ccc3c(c2)OCO3)cc2cc(OC)ccc21 | 94
O=C1c2ccccc2C(=O)c2c1ccc1c(=O)n(-c3ccccc3C(F)(F)F)nnc21 | -42*
Cc1cc(NCc2cc(Nc3ccnc4cc(Cl)ccc34)ccc2F)nc(Cl)n1 | 23
O=C1C(SCc2ccccc2)=C(Cl)CN1c1ccc(Cl)cc1 | 44
CCCCCOC(=O)N1CCCCC1CCCC (configuration not stated) | 108
N=C1NC(=O)C/C1=C1/Nc2ccccc2S1 | 100
COc1ccc(/C=C2\CNCC3=C2Nc2nc(SC)[nH]c(=O)c2C3c2ccc(OC)cc2)cc1 (configuration not stated) | 99
CCN1CCN(Cc2ccc(C(=O)Nc3ccc(C)c(Oc4ccc(-c5[nH]nc6ncnc(N)c56)cc4)c3)cc2C(F)(F)F)CC1 | 139
O=C1/C(=C/c2cnc(-c3ccccc3)s2)SC(=S)N1Cc1ccc2c(c1)OCO2 | 69
COc1ccc(/C=C/C(=O)c2cccc(OCC(=O)O)c2)cc1 | 104
O=S(=O)(O)c1ccc(O)c2ccccc12 | 86
CC(=O)CC(C)(C)NC(=S)Nc1cccc2ccccc12 | 88
CN(C)CCCN(Cc1ccccc1O)C(=S)Nc1cccc2ccccc12 | 99
CN1CCc2nc(N)sc2C1 | 113
C#CCSc1nc2sc3c(c2c(=O)n1-c1ccc([N+](=O)[O-])cc1)CCCCC3 | 92
CC1(C)[C@H](O)CC[C@]2(C)[C@@H]1CC[C@@]13C[C@H](CC[C@H]12)[C@]1(CO1)C3 | 94
COc1ccc2nc(Cl)cc(C)c2c1 | 9.9*!
O=C(c1nc2ccccc2[nH]1)C1C(c2ccc(C(F)(F)F)cc2)C2CSCN2[C@@]12C(=O)Nc1ccccc12 (some centres not stated) | 108
Oc1nc(NCCN2CCOCC2)sc1/C=C1\C=Nc2ncccc21 | 90
CC(CN1CCN(CCOCCO)CC1)CN1c2ccccc2Sc2ccc(Cl)cc21 (configuration not stated) | 81
Nc1nc(Nc2ccc(Br)cc2)n(Cc2cccc(Br)c2)n1 | 86
N#CCCCN1C(=O)c2ccccc2C1=O | 107
CC1CCCCN1CCCNC(=O)c1ccc(N)cc1 (configuration not stated) | 89
COc1ccc(C(=O)COc2cccc(/C=C3\Oc4ccccc4C3=O)c2)cc1 | 91
CC1CCC2(OC1)OC1C(O)C3C4CCC5CC(OC6OC(CO)C(OC7OC(CO)C(O)C(OC8OCC(O)C(O)C8O)C7OC7OC(CO)C(O)C(OC8OC(CO)C(O)C(O)C8O)C7O)C(O)C6O)C(O)CC5(C)C4CCC3(C)C1C2C (configuration not stated) | -17*
COc1ccc(NC(=O)c2sc3nc(-c4cnccn4)cc(-c4cccs4)c3c2N)cc1 | 56
OCC(O)C1OC(Oc2ccccc2)C(O)C(O)C1O (configuration not stated) | 128
Nc1nc(Cl)cc(Nc2ccccc2Br)n1 | 96
CS(=O)(=O)CCN1CC2CCCC(C2)C1 | 81

The list continues:
SMILES | HL-60(TB)
CC(=S)N=Cc1c(C)[nH]n(-c2ccccc2)c1=O | 102
C[C@]12C[C@@H](CO)[C@H](O)C[C@@H]1CC[C@@H]1[C@@H]2CC[C@@]2(C)[C@H]1CC[C@]2(C)O | 99
CC1(C)NCCC[C@]2(C)[C@H]3C=CC4=C5C[C@](C)(COC(=O)CCC(=O)O)CC[C@]5(C)CC[C@@]4(C)[C@]3(C)CC[C@@H]12 | 94
COc1ccc(-c2sc3nc(-c4ccc(Cl)cc4)c(/C=C/c4ccc(F)cc4)n3c2-c2ccc(OC)cc2)cc1 | 61
Cc1cc(C)c2c(n1)sc1c(Nc3onc4ncccc34)ncnc12 | 96
Cc1c(Cc2ccccc2)c(=O)oc2c(C)c(OCc3nnc(SC(C)C)o3)ccc12 | 93
O=S(=O)(NCCNc1cc(-c2cn(-c3ccccc3)nc2-c2cccc(O)c2)ccn1)c1ccc(C(F)(F)F)cc1 | 8.8*
COc1ccc(-n2nc(NC(=O)c3ccccc3)c(-c3ccccc3)n2)cc1 | 86
N#Cc1c(NC(=O)c2ccc([N+](=O)[O-])o2)[n+]([O-])c2ccc(F)cc2[n+]1[O-] | 59
CC1CCCC(C[N+](C)(C)C)C1=O (configuration not stated) | 104
CCOC(=O)/C(C#N)=C\c1cccnc1 | 112

Of the compounds above, 18 have an aryl methoxy group.
SMILES | HL-60(TB)
COc1cc2c(cc1OC)C(=O)/C(=C/c1cccc(/C=C/c3ccc4ccc(Cl)cc4n3)c1)C2 | 65
COc1cc(C(=O)/C=C/c2cccc(Nc3ccnc4cc(Cl)ccc34)c2)cc(OC)c1OC | 5.5*
CCOCCC(=O)C(C#N)c1cccc(OC)c1OC (configuration not stated) | 109
COc1ccccc1Nc1nnc(-c2ccc(F)cc2)o1 | 103
COc1ccc2nc(Cl)c(C3C(C#N)=C(N)Oc4n[nH]c(C)c43)cc2c1 (configuration not stated) | 81
COc1cc2c(c(OC)c1OC)C(=O)CC(c1ccccc1)O2 (configuration not stated) | 98
COc1ccc(Nc2ncc3c(n2)CCc2cnc(C)nc2-3)cc1 | 99
COc1ccccc1/C=C/c1cccc(NC(=S)NCCCCN(C)C)c1 | -42*
COc1cccc(C(=O)c2ccncc2C(=O)O)c1OC | 109
C#CCn1cc(/C=N/Nc2nc(-c3ccc(OC)cc3)cs2)c2ccccc21 | 100
CCCCn1c(=O)c(/C=C/C(=O)/C=C/c2ccc3c(c2)OCO3)cc2cc(OC)ccc21 | 94
COc1ccc(/C=C2\CNCC3=C2Nc2nc(SC)[nH]c(=O)c2C3c2ccc(OC)cc2)cc1 (configuration not stated) | 99
COc1ccc(/C=C/C(=O)c2cccc(OCC(=O)O)c2)cc1 | 104
COc1ccc2nc(Cl)cc(C)c2c1 | 9.9*!
COc1ccc(C(=O)COc2cccc(/C=C3\Oc4ccccc4C3=O)c2)cc1 | 91
COc1ccc(NC(=O)c2sc3nc(-c4cnccn4)cc(-c4cccs4)c3c2N)cc1 | 56
COc1ccc(-c2sc3nc(-c4ccc(Cl)cc4)c(/C=C/c4ccc(F)cc4)n3c2-c2ccc(OC)cc2)cc1 | 61
COc1ccc(-n2nc(NC(=O)c3ccccc3)c(-c3ccccc3)n2)cc1 | 86

Compound activity from PubChem BioAssay.
